OXTR potentiator: potentiates the human oxytocin receptor response; 320,000 compounds, 0.061% hits; P30559; CHO-OTR cells, Fluo-8 calcium fluorescence, potentiator mode; 0% = oxytocin EC15, 100% = EC100; activation, % at 3 µM;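 active means activation above that plate's cutoff, the mean activation of tested compounds plus 3 SD, cut at about 6.6% in these data, passing the limit was not always enough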;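 further: 100% uses oxytocin at 75 nM as the full agonist control; some results filed as inactive read as strong as hits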
Target sequence (P30559 whole entry, looked up): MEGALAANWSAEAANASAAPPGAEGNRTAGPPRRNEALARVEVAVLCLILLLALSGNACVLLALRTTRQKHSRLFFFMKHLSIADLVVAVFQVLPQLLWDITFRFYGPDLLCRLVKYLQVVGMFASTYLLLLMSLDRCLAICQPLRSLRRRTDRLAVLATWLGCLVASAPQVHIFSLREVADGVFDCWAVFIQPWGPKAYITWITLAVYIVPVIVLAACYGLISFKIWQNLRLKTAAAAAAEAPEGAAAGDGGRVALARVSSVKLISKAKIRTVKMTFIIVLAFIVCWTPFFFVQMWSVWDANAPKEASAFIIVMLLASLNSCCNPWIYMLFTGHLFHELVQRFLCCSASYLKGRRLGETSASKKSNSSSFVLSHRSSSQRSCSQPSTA
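test system = CHO-OTR cells, human receptor | compound = single-point 3.0 µM | schedule = 6 min compound pre-incubation at room temperature, 100 s kinetic read | signal = Fluo-8 no-wash calcium dye fluorescence, excitation 470-495 nm, emission 515-575 nm | repeats = single well per compound, singlicate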
CHO parental Ca: signal in parental CHO cells, OX1R antagonist counter-screen; parental CHO-K1, ATP-induced calcium, Fluo-8 fluorescence; inhibition, % at 5.6 µM; 330,000 compounds, 0.63% hits; AID 463079;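 active means inhibition above that plate's mean sample inhibition plus 3 SD, cut at about 26% in these data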;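 further: 0% = ATP-challenged DMSO wells and 100% = DMSO wells without ATP; some compounds past the cut are filed as inactive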
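Assay system: untransfected parental CHO cell line. Also added: ATP agonist challenge. Dosing: one dose, 5.6 µM nominal. Measured by: Fluo-8 fluorescence. Read-out: % inhibition. Benchmarks: ATP wells versus no-ATP DMSO wells. Repeats: no replicates.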
M1 antag: blocks human M1 muscarinic receptor; P11229; 360,000 compounds, 1.3% hits; CHO-K1 hM1, Fluo-8 calcium fluorescence, ACh EC80 antagonist; inhibition, % at 3 µM; AID 588852;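 active means percent inhibition above its own plate's cutoff, namely the mean of that plate's compound wells plus 3 SD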;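 further: peak over basal fluorescence ratio during 140 s after agonist addition; 0% = ACh EC80 plus DMSO and 100% = DMSO alone without agonist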
CHRM1 PAM: human CHRM1 positive allosteric modulation | P11229 | CHO-K1 hM1, Fluo-8 calcium fluorescence, ACh EC20; 0% = ACh EC20, 100% = maximal ACh | activation, % at 3 µM | 360,000 compounds, 0.088% hits; in the data active means activation above about 19%, passing the limit was not always enough
V1aR counter: activates human V1a receptor in oxytocin agonist counter-screen; activation, % at 3 µM; 320,000 compounds, 0.25% hits; P37288; CHO-V1R cells, Fluo-8 calcium fluorescence, agonist mode; 0% DMSO, 100% 3 nM vasopressin;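 active means activation above the mean activation of all tested compounds plus 3 SD, per screening run, cut at about 20% in these data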;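 further: signal is peak over basal fluorescence ratio across a 100 second FLIPR read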
TAAR1 ag: human TAAR1 agonism; Q96RJ0; CHO RD-HGA16 TAAR1, Fluo-8 calcium fluorescence; vehicle wells 0%, saturating PEA agonist 100%; activation, % at 3 µM; 360,000 compounds, 0.99% hits; AID 624467;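 active means activation above the mean activation of all test compounds in the run plus 3 SD, cut at about 38% in these data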
Target sequence (Q96RJ0 whole entry, looked up): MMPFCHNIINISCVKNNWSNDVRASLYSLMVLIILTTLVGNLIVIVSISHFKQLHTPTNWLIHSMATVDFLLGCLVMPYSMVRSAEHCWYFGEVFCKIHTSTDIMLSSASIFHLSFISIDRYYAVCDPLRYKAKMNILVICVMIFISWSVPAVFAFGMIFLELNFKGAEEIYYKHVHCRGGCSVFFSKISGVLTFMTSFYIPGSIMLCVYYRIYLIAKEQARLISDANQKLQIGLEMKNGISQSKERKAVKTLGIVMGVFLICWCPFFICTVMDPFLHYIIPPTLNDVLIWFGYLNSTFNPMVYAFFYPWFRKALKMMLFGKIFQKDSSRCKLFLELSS
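Test system: RD-HGA16 (CHO) cells co-expressing Gα16 and hTAAR1 | Doses: Single dose, 3 µM | Schedule: 17-24 h seeding, 75 min 37 °C dye, 30 min RT | Evaluation: % activation from peak over basal fluorescence ratio, DMSO-to-PEA scaled | Technique: Kinetic Fluo-8 calcium fluorescence | Benchmarks: Low control DMSO, high control PEA (EC100)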
TAAR1 antag: human TAAR1 antagonism; CHO RD-HGA16 TAAR1, Fluo-8 calcium fluorescence, antagonist; inhibition, % at 3 µM; 360,000 compounds, 1.5% hits;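 active means inhibition above a per-plate cutoff, the mean inhibition of test compounds on that plate plus 3 SD, cut at about 49% in these data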;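 further: 0% = DMSO plus EC80 beta-PEA response and 100% = DMSO alone without agonist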
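Test system – hTAAR1-expressing CHO RD-HGA16 cells, Gα16-coupled · Reagent – β-PEA at EC80 concentration, post-compound challenge · Compound dosing – 3 µM, single point · Timing – 140 s kinetic read after compound, 140 s after agonist · Detection – Fluo-8 intracellular calcium dye fluorescence, real-time kinetic reads · Control set – DMSO and EC80 PEA controls · Repeats – n of 1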
OXTR agonist: agonists of human oxytocin receptor | AID 2435 | P30559 | CHO-OTR cells, Fluo-8 calcium fluorescence; normalized: DMSO 0%, oxytocin 100% | 320,000 compounds, 0.32% hits | activation, % at 3 µM;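 active means activation above the mean of all tested compounds plus 3 SD, cutoff set per screening run, cut at about 20% in these data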;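 further: peak over basal fluorescence ratio from a 100 s FLIPR kinetic read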
M1 ag: agonists of human M1 muscarinic receptor. P11229. CHO-K1 hM1, Fluo-8 calcium fluorescence, agonist mode; 0% DMSO, 100% acetylcholine EC100. activation, % at 3 µM. 360,000 compounds, 0.33% hits. AID 588814;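 active means activation above the run's mean compound activation plus 3 SD, cut at about 16% in these data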;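 further: peak over basal fluorescence ratio within a 140 s kinetic read after compound addition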
* marks the source's active call; other numbers are inactive results; / = no result given; & = joins results of further samples.

SMILES	OXTR potentiator	CHO parental Ca	M1 antag	CHRM1 PAM	V1aR counter	TAAR1 ag	TAAR1 antag	OXTR agonist	M1 ag
CCCCn1c(N)c(N(CC(C)C)C(=O)c2cccc(S(=O)(=O)N3CCCCCC3)c2)c(=O)[nH]c1=O	-9	1	-6	17	-0.2	0	2	-0.1	5
Clc1ccc(-c2nc3cc(CN4CCCCC4)ccc3o2)cc1	/	/	8	-3	/	7	-16	/	-7
O=C(OCC(=O)N1CCC(Cc2ccccc2)CC1)c1ccccc1O	-5	-15	-24	12	1.4	3	-4	-1.1	-3
CC1=C(C(=O)N2CCOCC2)C(c2ccc(O)cc2)NC(=S)N1 (stereo not drawn)	2	-6	-7	6	0.9	12	0	-1.2	-1
O=P(Cc1ccccc1O)(c1ccccc1)c1ccccc1	-4	-6	-5	2	0.4	0	-28	-3.0	-7
Cc1ccc2c(CC(=O)N(C)c3c(N)n(Cc4ccccc4)c(=O)[nH]c3=O)coc2c1	-10	0	-16	14	-1.4	0	-3	-1.3	-2
CCC(C(=O)N1CCN(S(=O)(=O)c2sc(C(=O)O)c(C)c2C(=O)O)CC1)c1ccccc1 (stereo not drawn)	0	-1	-1	2	0.3	0	1	1.6	-1
COn1c(SCc2cccc(Cl)c2)nc2ccccc2c1=O	-6	-4	0	-1	1.0	4	23	1.4	-6
S=C(N/N=C/c1ccccc1Cl)Nc1cccc(Cl)c1Cl	-9	-20	5	-4	-0.6	4	-69	-0.9	-4
[O-]/[N+](=C\c1cccc(Br)c1)c1ccccc1	-2	5	13	-8	0.6	0	6	0.8	-5
Cc1cnc(C(=O)OCC(=O)Nc2cc(Cl)cc(Cl)c2)cn1	-5	-8	17	-12	1.4	13	-31	0.5	0
COc1cccc(C2CC(c3cccc(C)c3)n3ncnc3N2)c1 (stereo not drawn)	2	-11	-7	0	1.3	4	2	2.2	-12
O=C(CN1CCOCC1)OCCCc1ccccc1	3	-8	-14	0	1.2	2	10	0.3	-3
Cc1nn(C(C)C(=O)NCCCN2CCCCC2C)c(=O)c2c1sc1ccccc12 (stereo not drawn)	2	-26	-9	-2	2.6	-1	-15	0.1	-14
CCCC(=O)Nc1c(C(=O)OCC)[nH]c2ccccc12	1	-7	-13	11	-0.1	0	2	-0.3	-3
CCCN(c1ccc(C(C)C)cc1)S(=O)(=O)c1c(C)noc1C	-5	-17	15	-21	-1.5	21	12	-1.6	-7
CCOc1cccc(CN2CCCC(C(=O)c3cccc(C(F)(F)F)c3)C2)c1O (stereo not drawn)	-15	-30	-4	0	-0.3	13	11	-2.4	-4
O=C(CSc1ncn[nH]1)N/N=C/c1ccc(F)cc1	-8	3	-4	7	0.8	6	-8	-0.2	-3
COc1ccc(-n2c(SC)nc3sc4c(c3c2=O)CCN(C)C4)cc1	/	/	70*	-2	/	1	-17	/	-6
CC(C)(OC(=O)c1ccc(C#N)cc1)c1cc2ccccc2c(=O)o1	-1	-14	5	-5	-1.0	17	4	-1.6	-6
COc1ccc(COC(=O)C2=C(C)NC(=O)NC2c2ccccc2OC(C)C)cc1 (stereo not drawn)	-4	-16	-2	3	1.0	5	-6	1.0	-7
COc1ccc(NC(=S)Nc2ccc3nccnc3c2)cc1	-5	2	-6	4	-0.1	1	4	0.6	-8
COc1ccc(-c2csc(NC(=O)Cn3nc(C)cc3C)n2)cc1	-11	-9	-21	-2	3.1	12	7	3.2	0
C[C@H]1CN[C@@H](CCO)/C1=C\c1ccccc1	/	/	-9	4	/	43*	-2	/	-7
Cc1cccc(-n2nc([N+](=O)[O-])c(=NC3CCN(Cc4ccccc4)CC3)n2O)c1	-5	-17	24	-23	-0.2	3	-8	0.3	-8
Cc1ccc(C)c(OCCC(=O)Nc2cccc(S(=O)(=O)NC3=NCCCCC3)c2)c1	-11	-21	-16	12	3.0	4	8	6.7	1
NC12CC3CC(C1)CC(O)(C3)C2	-6	0	-5	7	0.8	4	-6	1.2	-3
COc1ccc(CCN2CC(C(=O)N3CCN(C(C)=O)CC3)CCC2=O)cc1 (stereo not drawn)	-4	1	-5	7	1.1	1	-13	0.3	-1
COc1ccc(CCNC(=O)CN(c2ccccc2OC)S(=O)(=O)c2ccc(C)cc2)cc1	-6	7	-4	3	2.7	0	31	-1.3	-4
CC(=O)Nc1ccc(NC(=O)C(C)n2c3ccccc3c3nc(=O)cc(C)n32)cc1 (stereo not drawn)	-3	-23	-1	1	0.0	-1	-4	1.4	-7

Some of the entries so far, with two lines to a compound.
Under each structure – OXTR potentiator	CHO parental Ca	M1 antag	CHRM1 PAM	V1aR counter	TAAR1 ag	TAAR1 antag	OXTR agonist	M1 ag
> CCOc1cccc(CN2CCCC(C(=O)c3cccc(C(F)(F)F)c3)C2)c1O (stereo not drawn)
→ -15	-30	-4	0	-0.3	13	11	-2.4	-4
> O=C(CSc1ncn[nH]1)N/N=C/c1ccc(F)cc1
→ -8	3	-4	7	0.8	6	-8	-0.2	-3
> COc1ccc(-n2c(SC)nc3sc4c(c3c2=O)CCN(C)C4)cc1
→ /	/	70*	-2	/	1	-17	/	-6
> CC(C)(OC(=O)c1ccc(C#N)cc1)c1cc2ccccc2c(=O)o1
→ -1	-14	5	-5	-1.0	17	4	-1.6	-6
> COc1ccc(COC(=O)C2=C(C)NC(=O)NC2c2ccccc2OC(C)C)cc1 (stereo not drawn)
→ -4	-16	-2	3	1.0	5	-6	1.0	-7

One compound at a time, from the list above:
Clc1ccc(-c2nc3cc(CN4CCCCC4)ccc3o2)cc1 is entered as OXTR potentiator = /; CHO parental Ca = /; M1 antag = 8; CHRM1 PAM = -3; V1aR counter = /; TAAR1 ag = 7; TAAR1 antag = -16; OXTR agonist = /; M1 ag = -7
COc1ccc(CCN2CC(C(=O)N3CCN(C(C)=O)CC3)CCC2=O)cc1 (stereo not drawn) is entered as OXTR potentiator = -4; CHO parental Ca = 1; M1 antag = -5; CHRM1 PAM = 7; V1aR counter = 1.1; TAAR1 ag = 1; TAAR1 antag = -13; OXTR agonist = 0.3; M1 ag = -1

The results go on:
SMILES	OXTR potentiator	CHO parental Ca	M1 antag	CHRM1 PAM	V1aR counter	TAAR1 ag	TAAR1 antag	OXTR agonist	M1 ag
O=C(O)Cc1ccc(NS(=O)(=O)c2ccccc2Br)cc1	-2	10	-6	6	1.3	1	-43	0.1	-3
CCOc1ccc(OCC)c(NS(=O)(=O)c2ccc3c(c2)CCN3C(=O)C2CCC2)c1	-8	-14	-9	4	1.7	12	-2	2.0	-1
Cc1cccc(NC(=S)N(CCN(C)C)Cc2cc3cc(C)cc(C)c3[nH]c2=O)c1	-2	-16	3	3	0.3	2	-18	1.6	-6
CN[C@H](C)C(=O)NC[C@H]1O[C@@H](n2ccc(N)nc2=O)[C@H](O)[C@@H]1O	/	/	-11	8	/	1	-8	/	0
CCNC(=O)C(=O)NCc1ccncc1	-5	9	-5	4	0.7	6	-11	0.1	-6
CCc1cc(OCCN2C(=O)NC(C)(C)C2=O)ccc1Cl	-3	0	-2	2	1.0	2	-5	1.6	-2
CCCNC(=O)Cc1c(OC)ccc2cc(Br)ccc12	-3	-16	5	8	-1.9	-2	-27	-2.2	-2
C=CCN1C(=O)C2(OCCCO2)c2cccc(Cl)c21	-3	-4	11	-4	-0.2	-1	3	-1.6	0
O=C(Nc1cccc(NC(=O)c2ncn[nH]2)c1)c1cccc(Cl)c1	1	-20	-2	6	0.3	20	11	0.2	0
CN(C(=O)CSc1nnc(-c2ccccc2)o1)c1c(N)n(Cc2ccccc2)c(=O)[nH]c1=O	-4	-6	-7	5	0.1	6	-6	1.6	-3
CCOC(=O)c1sc(NC(=O)CCN2C(=O)C3CCCCC3C2=O)cc1C (stereo not drawn)	2	-26	9	-5	0.8	6	49*	-2.3	-4
COC(=O)CNC(=O)c1cccc(F)c1	-6	-23	-13	7	0.7	2	3	-0.1	-5
COc1cccc(-c2nc(CS(=O)(=O)CC(=O)NC3CCCC3)c(C)o2)c1	-3	-21	-2	5	2.7	-1	-21	1.1	-1
O=C(CSCC(=O)N1CCOCC1)Nc1nc(-c2ccc3c(c2)OCO3)cs1	-4	-2	8	2	4.2	8	-12	6.5	6
COC(=O)Nc1nnc(Cc2ccc(OC)cc2)s1	-10	-6	-12	8	0.0	3	14	-0.6	-2

Taken from above.
Entry of COC(=O)Nc1nnc(Cc2ccc(OC)cc2)s1 in OXTR agonist: -0.6
Entry of COc1cccc(-c2nc(CS(=O)(=O)CC(=O)NC3CCCC3)c(C)o2)c1 in CHO parental Ca: -21
Entry of O=C(CSCC(=O)N1CCOCC1)Nc1nc(-c2ccc3c(c2)OCO3)cs1 in OXTR agonist: 6.5
Entry of Cc1cccc(NC(=S)N(CCN(C)C)Cc2cc3cc(C)cc(C)c3[nH]c2=O)c1 in CHRM1 PAM: 3

(more compounds)
SMILES	OXTR potentiator	CHO parental Ca	M1 antag	CHRM1 PAM	V1aR counter	TAAR1 ag	TAAR1 antag	OXTR agonist	M1 ag
COc1cc(-c2ccc3c(=O)c4ccccc4n(C)c3c2)cc(OC)c1OC	-8	-12	1	-6	-0.8	20	40	-1.8	-4
CS(=O)(=O)c1ccccc1C(=O)Nc1ccc(-c2nc3ccccc3o2)cc1	-21	4	10	-3	3.3	12	27	4.0	-1
CC(C)CNC(=O)C(=O)NNC(=O)C1CCCCC1	7	0	0	2	0.3	5	-6	0.8	-4
Cc1ccccc1C(=O)Nc1cc(NC(=O)c2ccccc2C)cc(C(=O)O)c1	-9	-2	-13	13	0.0	-1	-9	-0.3	4
Cc1c(CCOC(=O)C2C3CC4CC(C3)CC2C4)sc[n+]1CC(=O)c1ccc(Br)cc1 (stereo not drawn)	-10	-14	39*	-21&-24	-0.6	2&17	6&-16	0.6	-5&-7
CCC(=O)N(CC)Cc1cc(=O)[nH]c2ccccc12	-1	8	11	-5	1.7	1	2	-0.4	-4
CS(=O)(=O)N1CCN(S(=O)(=O)c2ccccc2[N+](=O)[O-])CC1	-5	1	-1	10	0.5	5	7	0.8	-10
CCN(CC)S(=O)(=O)c1ccc2oc(SCC(=O)NC3CC3)nc2c1	-2	-13	-12	8	0.2	1	4	0.5	-2
CN1C(=O)Cc2cc(S(=O)(=O)NCCc3ccc(Cl)cc3)ccc21	-7	-8	2	9	1.6	6	-5	1.6	-1
Cc1ccc2c(c1)[C@H]1OCC[C@H]1[C@@H](c1ccncc1)N2	2	-11	-2	4	0.2	2	-29	-1.2	1

Bioassay records: PubChem, The Scripps Research Institute Molecular Screening Center
